# Assay outcomes as filed in PubChem BioAssay.
# POLK inh = DNA polymerase kappa (human) inhibition | Q9UBT6 | purified Pol kappa, fluorescent DNA synthesis assay, 10 min | Potency, µM (top dose mostly 107 µM), for the others: top-dose activity, negative = inhibition, usual class: inhibitors | 400,000 tested, 0.53% active | AID 588579; note: potency is the fitted concentration of half-maximal effect; % is set by controls: 0 for no effect and ±100 for the full control effect
#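 Activity was followed as the change in fluorescence between reads at 0 and 10 min after starting the reaction with 50 nM substrate. Beforehand, 10 nM polymerase had been preincubated with compound for 15 min at room temperature.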
# Anesthetic bind = candidate novel general anesthetic via apoferritin binding | apoferritin/1-aminoanthracene competitive binding, fluorescence | Potency, µM (doses to about 77.5 µM), inactives show at the highest dose activity change, negative = displacement, actives largely listed as inhibitors | 350,000 tested, 0.074% active; note: potency is the fitted concentration of half-maximal effect; % is set by controls: 0 for no effect and ±100 for the full control effect; nearly all actives have a fitted effect of over 20% in size
#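 Horse-spleen apoferritin (10 uM) in 50% saturated 1-aminoanthracene in PBS was incubated 10 min at room temperature with compound. Fluorescence (ex 380, em 535 nm) was normalized to free and bound 1-AMA, with concentration-response fitted by a four-parameter Hill equation.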
# APE1 inh = blocks human APE1 abasic DNA cleavage | P27695 | recombinant APE1, TAMRA/BHQ-2 abasic DNA cleavage fluorescence | Potency, µM (series often up to 65.8 µM), for the others: at the highest dose activity change, negative = inhibition, actives largely listed as inhibitors | 350,000 tested, 0.35% active | AID 2517;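 note: potency is the fitted concentration of half-maximal effect; plate controls were vehicle for no effect and reference inhibitor for full effect; nearly all actives have a fitted effect of over 55% in size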
# Target sequence (P27695 whole entry, looked up): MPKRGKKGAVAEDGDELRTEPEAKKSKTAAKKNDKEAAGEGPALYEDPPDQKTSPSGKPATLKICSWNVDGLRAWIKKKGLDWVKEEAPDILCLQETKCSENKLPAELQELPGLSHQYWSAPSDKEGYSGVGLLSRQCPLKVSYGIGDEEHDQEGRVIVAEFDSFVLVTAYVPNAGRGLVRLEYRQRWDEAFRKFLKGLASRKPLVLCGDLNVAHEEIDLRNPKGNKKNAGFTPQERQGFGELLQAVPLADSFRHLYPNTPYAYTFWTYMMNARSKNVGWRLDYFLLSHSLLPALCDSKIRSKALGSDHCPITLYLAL
#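 Enzyme (0.75 nM final) and test compound are incubated 15 min at room temperature before adding 50 nM quenched THF abasic-site duplex. Cleavage dequenches TAMRA, followed at 525/598 nm over three reads one minute apart.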
# RGS4 inhibitor = blocks human RGS4-accelerated GTP hydrolysis; P49798; Transcreener GDP fluorescence polarization, RGS4-accelerated GTP hydrolysis; Potency, µM (doses to about 114 µM), inactives show top-dose activity change, negative = inhibition, hits mostly inhibitors; 390,000 tested, 0.039% active; note: potency is the fitted concentration of half-maximal effect; % is set by controls: 0 for no effect and ±100 for the full control effect; nearly all actives have a fitted effect of over 75% in size; some results filed as inactive show a strong effect at the top dose
# Target sequence (P49798 whole entry, looked up): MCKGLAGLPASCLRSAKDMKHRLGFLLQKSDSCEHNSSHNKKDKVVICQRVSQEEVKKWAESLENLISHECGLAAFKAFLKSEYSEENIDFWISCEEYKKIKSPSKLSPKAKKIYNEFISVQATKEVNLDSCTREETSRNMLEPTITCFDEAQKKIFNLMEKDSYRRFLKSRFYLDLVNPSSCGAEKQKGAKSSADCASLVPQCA
#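 MLSMR compounds (23 nl, pin-transferred) preincubated 10 min at room temperature with a 500nM (2x) first reagent, then RGS4 at 900nM (2x) plus Transcreener GDP mix added; fluorescence polarization (620/688 nm) read before and after 90 min at 30 °C.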
# LDHA block = inhibitors of human lactate dehydrogenase A; P00338; purified LDHA, NADH/diaphorase-resazurin fluorescence; active compounds read low; activity change, % (values are at about 110 or 230 µM); 480,000 tested, 0.15% active; AID 1347041; in the data active = activity change below about -30%; inconclusive = mostly about -25% to -30%;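 note: plate controls were DMSO wells for no effect and wells without enzyme for full effect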
#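 LDH5 2 nM; NADH 0.06 mM, pyruvate 0.2 mM; 200 mM Tris pH 7.4, EDTA, Tween-20; 5 min RT. Detection: diaphorase 0.133 mg/mL + resazurin 37 µM, fluorescence ex540/em590 at 0 and 20 min; normalized to enzyme-free and DMSO wells.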
# Pol beta inh = inhibitors of human DNA polymerase beta; Pol beta primer extension/strand displacement, fluorescence kinetic; 340,000 tested, 1.3% active; Potency, µM (highest dose often 114 µM), without a hit: at the top dose activity change, negative = inhibition, actives largely listed as inhibitors; note: potency is the fitted concentration of half-maximal effect; % is set by controls: 0 for no effect and ±100 for the full control effect
#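 Kinetic readout of DNA synthesis with strand displacement by Pol beta. Compound and 10 nM enzyme sit 15 min at room temperature; 50 nM substrate starts the reaction, read immediately and at 10 min.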
# ERG-DNA inh = blocks human ERG Ets domain binding to DNA | P11308 | 370,000 tested, 0.028% active | fluorescence polarization, His-ERG Ets domain / labelled DNA | AID 624246 | Potency, µM (top dose mostly 76.9 µM), inactives show at the highest dose FP activity, negative = inhibition, actives largely listed as inhibitors; active = well fitted inhibition curve with a large enough effect in the polarisation, with a control signal flat; inconclusive = small, poorly fitted or top-dose-only effect, or effect the other way, or a change in a side signal; inactive = no such curve, though single readings can be large or run the other way; the % refers to the polarisation;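 note: polarization taken with two DNA probes labelled with fluorescein and Texas red; potency is the fitted concentration of half-maximal effect; % of control where 0% means no effect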
# Target sequence (P11308 whole entry, looked up, the tested form may be a part): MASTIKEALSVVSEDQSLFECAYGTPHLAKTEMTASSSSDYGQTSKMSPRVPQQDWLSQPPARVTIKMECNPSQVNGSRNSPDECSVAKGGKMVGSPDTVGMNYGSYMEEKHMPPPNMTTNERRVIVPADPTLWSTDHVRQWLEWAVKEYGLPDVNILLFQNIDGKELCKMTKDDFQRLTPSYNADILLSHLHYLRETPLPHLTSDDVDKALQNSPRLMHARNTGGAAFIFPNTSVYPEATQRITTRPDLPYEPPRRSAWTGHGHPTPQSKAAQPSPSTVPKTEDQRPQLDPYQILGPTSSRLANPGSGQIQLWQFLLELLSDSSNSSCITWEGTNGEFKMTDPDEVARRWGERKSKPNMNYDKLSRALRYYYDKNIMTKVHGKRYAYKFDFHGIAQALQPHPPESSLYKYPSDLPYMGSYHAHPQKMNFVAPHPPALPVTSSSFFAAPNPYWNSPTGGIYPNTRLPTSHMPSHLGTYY
#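 His-tagged ERG Ets domain (1 uM in the protein solution; 300mM KCl, 50mM Tris-HCl, 1mM EDTA, 1mM DTT, pH 7.5) received compound, then a probe mix of 5 nM fluorescein-DNA and 100nM Texas-615-DNA. Fluorescence polarization was read for both dyes.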
# Pol eta inh = DNA polymerase eta (human) inhibition | Q9Y253 | recombinant Pol eta, fluorescent DNA replication assay | Potency, µM (highest dose often 114 µM), inactives show at the top dose activity change, negative = inhibition, usual class: inhibitors | 390,000 tested, 1.2% active | AID 588591; note: potency is the fitted concentration of half-maximal effect; % is set by controls: 0 for no effect and ±100 for the full control effect
#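 Fluorescent replication assay: 50 nM final substrate added after a 15 min room-temperature compound preincubation with 10 nM enzyme. Signal taken at 0 min and again at 10 min.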
# ALOX12 inh = inhibitors of human 12S-lipoxygenase ALOX12; purified 12hLO, xylenol orange hydroperoxide absorbance; Potency, µM (doses to about 108 µM), for the others: at the highest dose activity change, negative = inhibition, actives largely listed as inhibitors; 580,000 tested, 1.1% active; AID 1671190; note: potency is the fitted concentration of half-maximal effect; % is set by controls: 0 for no effect and ±100 for the full control effect
#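 Hydroperoxide product was detected by ferrous iron/xylenol orange as the 573 to 405 nm absorbance ratio. Arachidonic acid at 40 uM (final) was turned over for 30 min at room temperature by 150 nM human 12hLO, pH 7.0 Hepes buffer, after 15 min compound preincubation.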
# * marks the source's active call; other numbers are inactive results; ? = inconclusive; . = no result given; & = joins results of further samples; [ ] = dose if it differs, or a comment. Unless noted, calls come from the whole dose curve; as a rule, active = well fitted curve in the direction sought with a large enough effect; inconclusive = small, poorly fitted or top-dose-only effect, or another doubt; inactive = no such curve, though single readings can be large; an effect the other way counts as inactive or inconclusive. This is a subset; rates above refer to the full screens.
SMILES,POLK inh,Anesthetic bind,APE1 inh,RGS4 inhibitor,LDHA block,Pol beta inh,ERG-DNA inh,Pol eta inh,ALOX12 inh
O=C(Nc1cccc(S(=O)(=O)N2CCOCC2)c1)C1=NN(c2ccccc2)C(=O)CC1,-4%,-17%,26%,6%,-5,6%,-4%,-19%,9%
O=C(COC(=O)c1cc[n+]([O-])cc1)Nc1cccc(Br)c1,-12%,.,27%,10%,-4,.,5%,-1%,?
O=C(NCc1cccs1)c1ccccc1C(=O)NCc1cccs1,0%,-10%,0%,-6%,0,19%,-16%,-8%,0%
O=C(Nc1ccc2c(c1)S(=O)(=O)N=C1CCCCCN12)c1ccccc1Cl,-6%,-5%,14%,-6%,0,61%[activator],3%,1%,0%
O=C(Nc1ccc(Oc2cccnc2)cc1)C1CCN(Cc2cc(Cl)ccc2O)CC1,-13%,4%,-4%,26%,-3,14%,13%,-10%,1%
O=C(Nc1sc2c(c1C(=O)O)CCCCC2)c1ccccc1,11%,0%,4%,-45%,-15,15%,2%,-6%,?
Cc1ccc(C(c2ccc(C)o2)c2cccc([N+](=O)[O-])c2O)o1,?,-22%,7%,-33%,5,?,-1%,18µM*,?
CCSc1cc(N2CCCC2)nc(-c2ccccc2)n1,0%,-5%,2%,-7%,0,-1%,6%,-20%,0%
CC(c1ccco1)N(C(=O)c1ccc(C(F)(F)F)cc1)c1ccccn1 (stereo not given),-11%,-8%,16%,10%,-10,-3%,-3%,-7%,-4%
CC1CCN(S(=O)(=O)c2ccc3c(c2)CC(C)N3C(=O)C2CCC2)CC1 (stereo not given),7%,-6%,77%[activator],-13%,0,9%,3%,-22%,?
CCCC(=O)C1=C(c2ccc(C)cc2)N(C(=O)CCC)n2cnnc2S1,1%[60.1 µM],-4%,.,-12%,-5,-16%,3%,-14%,-20%
CC(C)(C)C(=O)/C(=C/c1ccc(Cl)cc1)n1cncn1,-7%,-17%,32%,-25%,-1,-1%,-1%,1%,0%
O=C(Nc1ccnn1C1CCN(Cc2ccc(O)c(Cl)c2)CC1)C1CCCC1,-23%,-9%,7%,-5%,0,32%,6%,-6%,?
COCCN(C(=O)c1csnn1)C(C(=O)NC1CCCC1)c1ccc(C)cc1 (stereo not given),-4%,-4%,10%,4%,-17,41%,0%,-22%,26%
CC(=O)NCc1ccc2[nH]c(C)cc2c1,-22%,-6%,10%,-5%,4,6%,-7%,-7%,-30%
Cc1ccc(S(=O)(=O)Oc2ccccc2/C=C2\SC(=O)NC2=O)cc1,-12%,-14%,3%,5%,-10,0%,-5%,-2%,-21%
CC(O)CNc1ccc(-c2nn(C)c(=O)c3ccccc23)cc1[N+](=O)[O-] (stereo not given),-11%,-12%,5%,-28%,-4&-9,7%,6%,4%,-57%&-2%
CCOc1cc(C(=O)N2CCC3(CC2)NCCc2[nH]cnc23)cc(OCC)c1OCC,-9%,-2%,-7%,-1%,-10,77%,2%,-1%,36%
CN(C)C1N(C(=O)c2ccccc2)N=C2c3ccccc3S(=O)(=O)N21 (stereo not given),-4%,0%,8%,-7%,-9,16%,10%,-6%,-7%
CC(CCCN(C)C)C(Cc1ccccc1)c1ccccc1 (stereo not given),-6%,.,.,-50%,-1,.,-19%,-24%,0%
Cc1cccc(N2CCN(CC(O)COc3ccccc3)CC2)c1 (stereo not given),0%,.,.,-14%,-5,.,-8%,-5%,-11%
CCNc1ncnc2c1nnn2C,-8%[60.1 µM],-11%,.,17%,-1,16%,-2%,-3%,-30%
Cc1ccc(CC(=O)Nc2nnc(-c3ccc(F)cc3)o2)c(C)c1,-2%,-3%,2%,37%,-11,15%,3%,0%,.
COc1cccc(NC(=O)Nc2c(C)n(C)n(-c3ccccc3)c2=O)c1,-5%,-7%,0%,-20%,-8,34%,3%,5%,-16%
Cc1cccc(C)c1-n1nnnc1SCSc1nnnn1-c1c(C)cccc1C,15%,-3%,-8%,-15%,-1,-1%,5%,0%,11%
COc1ccc(NC(=O)C2CCN(c3ccc(Sc4ccc(C)cc4)nn3)CC2)cc1,0%,-9%,.,7%,-21,?,-13%,-11%,-12%
COc1ccc(N2C(=O)c3ccccc3NC2c2ccc(OC)c(COc3ccccn3)c2)cc1 (stereo not given),-6%&-6%,1%,2%,20%&37%,-3&-5,18%,11%,-4%,-11%
COc1cccc(CNC(=O)Cn2nc(N3CCN(c4ccccc4OC)CC3)ccc2=O)c1,-7%,-3%,.,-13%,0,0%,1%,-6%,-24%
CC(NC(=O)c1ccc(N2Cc3ccccc3Oc3ncccc32)s1)c1ccccc1 (stereo not given),-13%,63%[activator],.,-24%,-4,?,4%,-2%,1%
O=C(NC(=S)Nc1ccccc1)C1CCCCC1,0%,-4%,12%,-8%,0,6%,10%,11%,0%
COc1ccccc1C(=O)CN1C(=O)NC2(CCCc3ccccc32)C1=O (stereo not given),-13%,.,-7%,27%,-3,.,0%,-4%,-18%
Cn1c(-c2ccc(Br)o2)nc2ccccc21,-24%&14%,?,1%,-29%&-39%,-7&-1,1%,3%,-2%,4%
CCCC(=O)Nc1ccc2c(c1)c1ccccc1n2CC,-10%,4%,0%,38%,-13,1%,0%,-9%,-23%
O=C1C2CCCN2C(=S)N1c1ccccc1 (stereo not given),-14%,-5%,22%,-8%,-4,20%,-11%,-13%,?
CCOC(=O)C1=C(C)N(CCCCCC(=O)O)C(=O)NC1c1ccccc1OC(=O)c1cccs1 (stereo not given),23%,-7%,0%,-5%,1,-24%,2%,-6%,13%
CCOC(=O)c1[nH]c(C)c(C(=O)NCc2ccco2)c1C,5%,-6%,-1%,9%,-1,-26%,10%,-11%,405%[activator]
O=C(CCN1CCOCC1)NC12CC3CC(CC(C3)C1)C2,3%,2%,57%[activator],-21%,-3,-1%,12%,-19%,?
O=C(Cn1cnc2c(nnn2Cc2ccc(Cl)cc2)c1=O)NC1CCCC1,-6%,48%[activator],?,18%,-11,-14%,0%,7%,18%
Cc1ccc(NS(=O)(=O)c2ccc(OCC(N)=O)cc2)cc1,-1%,-6%,6%,-16%,-1,38%,5%,-8%,-9%
COCCCNC(=O)CSc1nc2cc(C(=O)NCCOC)ccc2c(=O)n1Cc1ccc2c(c1)OCO2,4%,-2%,35%,-17%,-4,16%,6%,-25%,4%
O=C(NCc1cccs1)C1CCN(S(=O)(=O)c2cccc3cccnc23)CC1,1%,-12%,-1%,2%,1,0%,1%,-22%,5%
CCN(C(=O)CCNC(=O)Cn1cnc2ccccc2c1=O)c1cc(OC)ccc1OC,7%,-8%,.,0%,8,-1%,-2%,-20%,0%
COc1cc(C2CC(=O)Nc3c2c(=O)[nH]c2ncnn32)ccc1O (stereo not given),7%,-1%,.,17%,-2,28%,-2%,-10%,5%
COc1ccc(OCCOC(=O)c2cccc(-n3cnnn3)c2)cc1,-11%,-6%,-2%,0%,6,0%,3%,10%,0%
CC(C)(C)C(=O)/C=C(\N)c1ccncc1,-1%,-13%,-1%,17%,-5,2%,4%,-22%,-17%
O=C(c1ccccc1F)N1CCN(c2ccc([N+](=O)[O-])c3ncccc23)CC1,-6%,-11%,3%,?,2,3%,14%,-21%,-10%

# Of the compounds above, 8 contain an aryl methoxy group.
SMILES,POLK inh,Anesthetic bind,APE1 inh,RGS4 inhibitor,LDHA block,Pol beta inh,ERG-DNA inh,Pol eta inh,ALOX12 inh
COc1cccc(NC(=O)Nc2c(C)n(C)n(-c3ccccc3)c2=O)c1,-5%,-7%,0%,-20%,-8,34%,3%,5%,-16%
COc1ccc(NC(=O)C2CCN(c3ccc(Sc4ccc(C)cc4)nn3)CC2)cc1,0%,-9%,.,7%,-21,?,-13%,-11%,-12%
COc1ccc(N2C(=O)c3ccccc3NC2c2ccc(OC)c(COc3ccccn3)c2)cc1 (stereo not given),-6%&-6%,1%,2%,20%&37%,-3&-5,18%,11%,-4%,-11%
COc1cccc(CNC(=O)Cn2nc(N3CCN(c4ccccc4OC)CC3)ccc2=O)c1,-7%,-3%,.,-13%,0,0%,1%,-6%,-24%
COc1ccccc1C(=O)CN1C(=O)NC2(CCCc3ccccc32)C1=O (stereo not given),-13%,.,-7%,27%,-3,.,0%,-4%,-18%
CCN(C(=O)CCNC(=O)Cn1cnc2ccccc2c1=O)c1cc(OC)ccc1OC,7%,-8%,.,0%,8,-1%,-2%,-20%,0%
COc1cc(C2CC(=O)Nc3c2c(=O)[nH]c2ncnn32)ccc1O (stereo not given),7%,-1%,.,17%,-2,28%,-2%,-10%,5%
COc1ccc(OCCOC(=O)c2cccc(-n3cnnn3)c2)cc1,-11%,-6%,-2%,0%,6,0%,3%,10%,0%

# Profiles, quoted from the list. Order of screens: POLK inh | Anesthetic bind | APE1 inh | RGS4 inhibitor | LDHA block | Pol beta inh | ERG-DNA inh | Pol eta inh | ALOX12 inh
# Shown for O=C(NCc1cccs1)C1CCN(S(=O)(=O)c2cccc3cccnc23)CC1 → 1% | -12% | -1% | 2% | 1 | 0% | 1% | -22% | 5%
# Shown for COCCCNC(=O)CSc1nc2cc(C(=O)NCCOC)ccc2c(=O)n1Cc1ccc2c(c1)OCO2 → 4% | -2% | 35% | -17% | -4 | 16% | 6% | -25% | 4%
